IDE exosite FP – exo-site inhibitors of human IDE, primary screen, biochemical, fluorescence anisotropy, probe displacement; purified IDE, FL-6b probe fluorescence polarization; active compounds read low; z-score at 20 µM; actives 6.3% (n = 17,000); AID 1259349, 2017;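 active means z-score of -3 or lower, meaning strong loss of probe binding signal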;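 further: His-tagged human IDE residues 42-1019 made in E. coli with 30 nM FL-6b probe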
Target sequence (P14735 42-1019 limits assumed): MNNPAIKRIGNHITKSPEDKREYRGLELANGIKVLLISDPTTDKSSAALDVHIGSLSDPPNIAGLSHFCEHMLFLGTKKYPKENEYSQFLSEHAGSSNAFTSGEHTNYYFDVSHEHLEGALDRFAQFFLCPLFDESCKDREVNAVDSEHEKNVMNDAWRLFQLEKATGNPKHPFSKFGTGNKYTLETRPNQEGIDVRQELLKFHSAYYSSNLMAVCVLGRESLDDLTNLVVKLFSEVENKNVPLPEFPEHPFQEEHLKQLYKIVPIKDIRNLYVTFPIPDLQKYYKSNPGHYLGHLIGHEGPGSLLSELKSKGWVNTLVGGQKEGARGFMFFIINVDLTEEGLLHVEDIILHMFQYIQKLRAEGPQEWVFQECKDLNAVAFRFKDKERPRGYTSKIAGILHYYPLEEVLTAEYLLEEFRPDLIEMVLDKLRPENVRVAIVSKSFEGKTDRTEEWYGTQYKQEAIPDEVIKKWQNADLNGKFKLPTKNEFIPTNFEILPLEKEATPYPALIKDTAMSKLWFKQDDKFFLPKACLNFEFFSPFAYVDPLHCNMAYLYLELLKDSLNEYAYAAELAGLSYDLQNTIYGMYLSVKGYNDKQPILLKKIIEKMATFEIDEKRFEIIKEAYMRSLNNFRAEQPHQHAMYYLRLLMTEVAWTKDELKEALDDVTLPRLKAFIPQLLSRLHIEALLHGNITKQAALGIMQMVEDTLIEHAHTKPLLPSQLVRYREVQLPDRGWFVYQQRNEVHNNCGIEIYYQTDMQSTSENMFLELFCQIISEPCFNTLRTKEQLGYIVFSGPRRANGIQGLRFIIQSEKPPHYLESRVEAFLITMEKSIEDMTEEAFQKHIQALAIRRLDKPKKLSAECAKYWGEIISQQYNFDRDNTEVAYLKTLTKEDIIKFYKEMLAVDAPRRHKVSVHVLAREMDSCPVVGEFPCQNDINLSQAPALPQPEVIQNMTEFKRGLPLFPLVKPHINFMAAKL
* marks the source's active call; other numbers are inactive results; & = joins results of further samples. Only part of the results is shown; rates above refer to the full screens.

IDE exosite FP | SMILES
0.92 | NCC[C@@H]1CC[C@@H](NS(=O)(=O)c2ccc(Cl)cc2)[C@H](CO)O1
1.6 | COCC(=O)N1CC2(C1)[C@@H](c1ccc(-c3cccc(F)c3)cc1)[C@@H](CO)N2C(=O)C1CC1
1.2 | N#C[C@@H]1[C@H](c2ccccc2)[C@@H](CO)N1C(=O)c1ccccc1F
0.34 | C/C=C/c1ccc([C@H]2[C@@H](CNC(=O)NC(C)C)N(C(=O)C3CC3)[C@H]2CO)cc1
1.1 | C/C=C/c1ccc([C@H]2[C@@H](CO)N[C@@H]2CNC(=O)C2CCC2)cc1
-0.06 | COC(=O)C[C@@H]1C[C@@H]2c3cc(NC(=O)c4ccc5c(c4)OCO5)ccc3O[C@@H]2[C@H](CO)O1
0.028 | CCCNC(=O)C[C@H]1CC[C@H]2[C@@H](COC[C@@H](O)CN2C(=O)Nc2ccc(Cl)c(Cl)c2)O1
3.5 | COc1ccc(C#Cc2ccc([C@@H]3[C@H]4CN(S(=O)(=O)c5cn(C)cn5)CCCCN4[C@H]3CO)cc2)cc1
-0.28 | O=C(NCCc1ccncc1)[C@H]1[C@H](CO)[C@H]2Cn3c(cccc3=O)[C@@H]1N2Cc1ccccc1F
0.95 | CN1c2ccc(-c3cccc(C#N)c3)cc2[C@@H]2[C@@H](CCN2C(=O)CN2CCOCC2)[C@@H]1CO
-0.12 | CCCC(=O)Nc1ccc2c(c1)OC[C@H](C)N(C(=O)c1cccnc1)C[C@@H](C)[C@H](OC)CN(C)C2=O
-0.52 | COCC(=O)N1CC2(CCN(C(=O)c3cccnc3)CC2)c2c([nH]c3cc(OC)ccc23)[C@H]1CO

More results follow.
IDE exosite FP | SMILES
2.6 | O=C(CC(F)(F)F)N1C[C@@H]2[C@H](c3ccccc31)[C@@H](CO)N2Cc1cccnc1
1.1 | COc1cccc(S(=O)(=O)N2CCCCN3[C@H](CO)[C@H](c4ccc(-c5cccnc5)cc4)[C@@H]3C2)c1
0.61 | C/C=C/c1ccc([C@H]2[C@@H](CO)N(C(=O)CC)[C@@H]2CNC(=O)CC)cc1
1.6&0.24 | CS(=O)(=O)N1[C@@H]2CNC[C@H]1C2c1ccc(-c2ccccc2)cc1 (stereo partly drawn)
0.58 | C[C@@H]1CN([C@H](C)CO)C(=O)c2cc(-c3ccc(F)cc3)cnc2O[C@H]1CN(C)S(C)(=O)=O
1.4 | CN(C)C(=O)c1cccc(-c2ccc3c(c2)[C@H]2[C@H](CCN2Cc2nccs2)[C@@H](CO)N3)c1
-2.6 | O=C(c1ccccc1)N1CC(=O)N2[C@H](C1)[C@@H](c1ccc(/C=C/c3ccccc3)cc1)[C@@H]2CO
-2.5 | Cc1cccc(-c2ccc([C@H]3[C@@H](CO)N4C(=O)CN(C(=O)c5ccccc5)C[C@@H]34)cc2)c1
0.35 | COCC(=O)N1[C@@H](C#N)[C@H](c2ccccc2-c2ccccc2F)[C@@H]1CO
1 | COc1ccc2c3c([nH]c2c1)[C@H](CO)N(C(=O)c1cccnc1)CC31CN(Cc2ccccc2)C1
-0.062 | CCCC#Cc1ccc([C@@H]2[C@H]3CN(S(=O)(=O)CC)CCCCN3[C@H]2CO)cc1
2.2 | CCC(=O)N1[C@@H](CO)[C@H](c2ccc(-c3cccc(F)c3)cc2)[C@@H]1CNC(C)=O

Other records:
IDE exosite FP | SMILES
-0.42 | COc1ccccc1CNC(=O)C[C@H]1C[C@@H]2c3cc(NC(=O)C4CCC4)ccc3O[C@@H]2[C@H](CO)O1
3.1 | CNC[C@@H]1[C@H](c2ccccc2)[C@H](CO)N1C(=O)Nc1cccc(OC)c1
-0.079 | Cc1noc(C)c1NC(=O)N1C[C@@H](O)COC[C@@H]2O[C@H](CC(=O)N3CCc4ccccc4C3)CC[C@H]21
2 | COCC(=O)N1CC(=O)N2[C@H](CO)[C@@H](c3ccc(Br)cc3)[C@H]2C1
-0.26 | O=C(NC[C@@H]1[C@@H](c2ccccc2)[C@@H](CO)N1C(=O)Cc1ccncc1)C1CCC1
-0.76 | CC(=O)N1CC(=O)N2[C@H](C1)[C@H](c1ccc(C#Cc3cccnc3)cc1)[C@@H]2CO
0.27 | CO[C@H]1CN(C)C(=O)c2cc(NC(=O)C3CCCCC3)ccc2OC[C@@H](C)N(C(=O)c2ccccc2)C[C@@H]1C
1.2 | CCCC#Cc1ccc([C@H]2[C@H]3CN(C(=O)Nc4cccc(F)c4)CC(=O)N3[C@H]2CO)cc1
-0.68 | C[C@H](CO)N1C[C@H](C)[C@@H](CN(C)Cc2ccc(Cl)c(Cl)c2)OCCCC[C@H](C)Oc2ccc(NC(=O)c3ccncc3)cc2C1=O
-1 | N#C[C@@H]1[C@@H](c2ccccc2-c2ccccc2F)[C@H](CO)N1C(=O)Cc1ccccc1
-9.2* | CCS(=O)(=O)N1CCCCN2[C@H](CO)[C@H](c3ccc(C#Cc4ccccc4OC)cc3)[C@H]2C1
-0.86 | CS(=O)(=O)N1CC(=O)N2[C@H](CO)[C@H](c3ccc(C#Cc4ccc(F)cc4)cc3)[C@@H]2C1

4 entries from above, arranged by their value in IDE exosite FP, descending.
IDE exosite FP | SMILES
2 | COCC(=O)N1CC(=O)N2[C@H](CO)[C@@H](c3ccc(Br)cc3)[C@H]2C1
0.27 | CO[C@H]1CN(C)C(=O)c2cc(NC(=O)C3CCCCC3)ccc2OC[C@@H](C)N(C(=O)c2ccccc2)C[C@@H]1C
-0.26 | O=C(NC[C@@H]1[C@@H](c2ccccc2)[C@@H](CO)N1C(=O)Cc1ccncc1)C1CCC1
-1 | N#C[C@@H]1[C@@H](c2ccccc2-c2ccccc2F)[C@H](CO)N1C(=O)Cc1ccccc1

Next section
IDE exosite FP | SMILES
-0.36 | COc1ccccc1S(=O)(=O)N(C)C[C@@H]1OCc2ccccc2-c2ccccc2C(=O)N([C@H](C)CO)C[C@@H]1C
0.6 | O=C1CN(S(=O)(=O)c2cccc(F)c2)C[C@@H]2[C@H](c3ccc(-c4ccccc4)cc3)[C@H](CO)N12
2.6 | O=C(c1cccnc1)N1CC(=O)N2[C@@H](CO)[C@@H](c3ccc(-c4cccnc4)cc3)[C@@H]2C1
2.3 | CO[C@@H](CN(C)S(=O)(=O)c1ccc(C)cc1)[C@@H](C)CN([C@@H](C)CO)S(=O)(=O)c1cccc(Cl)c1
0.84 | Cc1ccc(S(=O)(=O)N[C@H]2C=C[C@@H](CC(=O)NCc3ccc(Cl)c(Cl)c3)O[C@@H]2CO)cc1
1 | C[C@H](CO)N1C[C@H](C)[C@@H](CN(C)Cc2ccc(C(=O)Nc3ccccc3N)cc2)Oc2ccc(NC(=O)Cn3cnnn3)cc2C1=O
0.0011 | CN1C(=O)c2cc(NC(=O)c3cscn3)ccc2OC[C@H]2O[C@H](CC(=O)NCc3ccc(Cl)c(Cl)c3)CC[C@@H]21
0.53 | COc1ccc2c3c(n(C)c2c1)[C@H](CO)N(C)CC31CN(C(=O)Nc2c(C)noc2C)C1
-5.1* | O=C(CC1CC1)N1CC(=O)N2[C@H](C1)[C@H](c1ccc(-c3ccccc3)cc1)[C@@H]2CO
-3.1* | CS(=O)(=O)N1[C@H](CO)[C@@H](c2ccc(-c3ccccc3F)cc2)[C@@H]1C#N
-2.8 | O=C(Nc1ccccc1F)N1CC(=O)N2[C@H](C1)[C@@H](c1ccc(-c3cccnc3)cc1)[C@@H]2CO
2.5 | O=C(NC[C@H]1[C@@H](c2ccccc2)[C@H](CO)N1CC1CC1)c1cccnc1

(list continues)
IDE exosite FP | SMILES
3.5 | O=C(CN1CCOCC1)N[C@H]1CC[C@@H](CCn2cc(C3CC3)nn2)O[C@H]1CO
0.78 | COc1ccc2c3c(n(C)c2c1)[C@@H](CO)NCC31CN(Cc2ccc(-c3ccccn3)cc2)C1
-0.39 | Cc1noc(C)c1S(=O)(=O)N(C)C[C@H]1OCc2ccccc2-c2c(n(C)c3ccccc23)C(=O)N([C@@H](C)CO)C[C@H]1C
1.5 | COc1ccc(S(=O)(=O)Nc2cccc3c2O[C@@H](CN(C)CC2CCCCC2)[C@H](C)CN([C@H](C)CO)C3=O)cc1
1.3 | N#Cc1ccc(-c2ccc([C@@H]3[C@H](CO)N4CCCCN(C(=O)Nc5ccc(F)cc5)C[C@@H]34)cc2)cc1
2.1 | N#C[C@@H]1[C@@H](c2ccccc2-c2cccc(F)c2)[C@H](CO)N1C(=O)Cc1cccnc1
1.7 | CCCC#Cc1ccc([C@H]2[C@@H](C#N)N(C(=O)C3CCC3)[C@H]2CO)cc1
-5* | COc1ccccc1-c1ccc([C@H]2[C@@H](C#N)N(C(=O)C3CCC3)[C@H]2CO)cc1
1.5 | COc1cccc(C#Cc2ccc([C@@H]3[C@@H](C#N)N(C(=O)c4ccccn4)[C@H]3CO)cc2)c1
-0.21 | C[C@H](NC(=O)C[C@@H]1CC[C@@H]2[C@H](COc3ccc(NS(=O)(=O)c4ccc(Cl)cc4)cc3C(=O)N2C)O1)c1ccccc1
1.2 | O=C(C[C@H]1C[C@@H]2c3cc(NC(=O)C4CCOCC4)ccc3O[C@@H]2[C@H](CO)O1)NCc1cccnc1
1.3 | O=C(Cc1cccnc1)N1CC2(C1)[C@@H](c1ccccc1)[C@H](CO)N2C(=O)C1CCOCC1

(more compounds)
IDE exosite FP | SMILES
1.6 | O=C(Nc1cc(F)ccc1F)N1CC(=O)N2[C@H](CO)[C@H](c3ccc(-c4ccc(F)cc4)cc3)[C@@H]2C1
0.8 | Cc1noc(C)c1S(=O)(=O)Nc1cccc2c1O[C@@H](CN(C)Cc1ccc(C(F)(F)F)cc1)[C@@H](C)CN([C@@H](C)CO)C2=O
-2.3 | O=C(c1ccncc1)N1CCCCN2[C@H](CO)[C@@H](c3ccc(C#Cc4ccccn4)cc3)[C@H]2C1
0.08 | C[C@@H]1CN([C@@H](C)CO)C(=O)c2ccccc2-c2ccccc2CO[C@H]1CN(C)C(=O)Nc1cccc(Cl)c1Cl
0.6 | COc1ccccc1CN1[C@@H]2CNC[C@H]1C2c1ccc(-c2cccnc2)cc1 (stereo partly drawn)
0.11 | O=C(Cc1ccccn1)N[C@@H]1CC[C@@H](CCNS(=O)(=O)c2cccc(F)c2)O[C@@H]1CO
-0.58 | O=C(Cc1ccncc1)N1CC(=O)N2[C@H](C1)[C@@H](c1ccc(Br)cc1)[C@@H]2CO
-0.021 | CCS(=O)(=O)NCC[C@H]1CC[C@H](NC(=O)Nc2cc(Cl)cc(Cl)c2)[C@H](CO)O1
-1.5 | C[C@H](CO)N1C[C@H](C)[C@@H](CN(C)Cc2ccccc2C(=O)O)Oc2cc(-c3ccc(F)cc3)ccc2S1(=O)=O
4.6 | N#C[C@H]1[C@H](c2ccccc2-c2ccccc2)[C@@H](CO)N1C(=O)NC1CCCC1
0.73 | O=C(Nc1ccc(F)cc1)N1CC(=O)N2[C@H](C1)[C@@H](c1ccc(C#Cc3cccnc3)cc1)[C@@H]2CO
3.8 | COCC#Cc1ccc([C@@H]2[C@H](CO)N3CCCCN(S(=O)(=O)c4cccc(OC)c4)C[C@@H]23)cc1

Remaining list, next part:
IDE exosite FP | SMILES
4.3 | COc1ccc(-c2ccc([C@@H]3[C@@H](C#N)N(C(=O)C4CCC4)[C@@H]3CO)cc2)cc1
1.4 | COc1cccc(-c2ccc([C@@H]3[C@@H](CO)N4CCCCN(S(=O)(=O)c5cn(C)cn5)C[C@H]34)cc2)c1
-1.3 | C[C@H](CO)N1C[C@H](C)[C@@H](CN(C)C(=O)c2ccc(N3CCN(C)CC3)cc2)OCc2cn(nn2)CCCC1=O
-0.26 | CO[C@H]1CN(C)C(=O)c2cc(NC(=O)NC(C)C)ccc2OC[C@@H](C)N(Cc2ccccc2)C[C@@H]1C
0.63 | O=S(=O)(Cc1ccccc1)N1CCCCN2[C@H](CO)[C@H](c3ccc(-c4cncnc4)cc3)[C@H]2C1
-4.2* | COc1ccccc1-c1ccc([C@H]2[C@H](CO)N[C@@H]2C#N)cc1
0.0066 | N#C[C@@H]1[C@H](c2ccccc2C2=CCCC2)[C@H](CO)N1C(=O)C1CCOCC1
1.3 | CC=Cc1ccc2n(c1=O)C[C@H]1[C@H](CO)[C@@H](C(=O)NCC)N(Cc3cccc(F)c3)[C@@H]21 (mixture of isomers)
-0.35 | COc1ccc(S(=O)(=O)N(C)C[C@H]2OCCCC[C@H](C)Oc3ccc(NC(=O)Cc4ccccc4)cc3C(=O)N([C@@H](C)CO)C[C@@H]2C)cc1
-0.7 | C[C@H]1CN([C@@H](C)CO)C(=O)c2cc(N(C)C)ccc2O[C@H]1CN(C)Cc1ccc(Oc2ccccc2)cc1
1 | COc1ccc(NC(=O)N2CCCCN3[C@H](C2)[C@H](c2ccc(C4=CCCCC4)cc2)[C@@H]3CO)cc1
3 | O=S(=O)(c1cccs1)N1CCCCN2[C@@H](CO)[C@@H](c3ccc(Br)cc3)[C@@H]2C1

(cont.)
IDE exosite FP | SMILES
-0.62 | N#C[C@H]1[C@@H](c2ccccc2-c2cccc(F)c2)[C@H](CO)N1S(=O)(=O)c1cccc(F)c1
0.17 | Cc1noc(C)c1S(=O)(=O)Nc1ccc2c(c1)C(=O)N([C@H](C)CO)C[C@@H](C)[C@H](CN(C)C(=O)Nc1cccc3ccccc13)OCCCC[C@@H](C)O2
-0.83 | C[C@H](CO)N1C[C@H](C)[C@H](CN(C)C(=O)Nc2cccc(F)c2)Oc2cc(C#CC3(O)CCCC3)ccc2S1(=O)=O
0.058 | CCS(=O)(=O)N1CCC2(CC1)CN[C@@H](CO)c1c2c2ccc(OC)cc2n1C
5.2 | CCN(C[C@@H]1[C@@H](c2ccccc2)[C@@H](CO)N1CC1CC1)C(=O)c1ccccc1F
1.3 | COc1ccc2c3c([nH]c2c1)[C@@H](CO)N(C(=O)NC(C)C)CC31CCN(C(=O)C2CCCCC2)CC1
-0.3 | COc1ccc(S(=O)(=O)Nc2ccc3c(c2)[C@@H]2C[C@H](CC(=O)N(C)C)O[C@@H](CO)[C@@H]2O3)cc1
1.5 | CCC(=O)N1CC2(C1)[C@H](c1ccccc1)[C@H](CO)N2CC1CC1
2.1 | CCCNC(=O)N1CC(=O)N2[C@@H](CO)[C@@H](c3ccc(C#Cc4ccc(F)cc4)cc3)[C@@H]2C1
-1.3 | CC(C)C[C@H]1COCc2cn(nn2)CC[C@@H](Cc2ccc(Cl)cc2)C(=O)N1
